Screens from PubChem BioAssay.
aSyn rescue: inhibitors of alpha-synuclein toxicity in yeast; Yeast expressing alpha-synuclein, growth rescue, BacTiter-Glo, 24 h; Potency, µM (titrated, usually from 46.1 µM), without a hit: top-dose growth rescue (activation), usual class: activators; hit rate 0.14% among 370,000; also: potency is read from the fitted curve at half-maximal effect; % of control where 0% means no effect; nearly all actives have a fitted effect of over 65% in size
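Rescue of yeast growth: cells expressing toxic alpha-synuclein, induced in galactose at OD600 0.02, incubated with compound 24 h at 30 C. ATP luminescence quantified growth; inhibitors of toxicity appear as activators.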
GLP1R ag: activates the human GLP-1 receptor; P43220; HEK293 GLP-1R CRE-luciferase, luminescence, 4-6 h; cells express a hypersensitive GLP-1R form; Potency, µM (top dose mostly 45.6 µM), for inactives: top-dose activation, actives largely listed as activators; hit rate 0.007% among 380,000; also: potency is read from the fitted curve at half-maximal effect; % of control where 0% means no effect
TDP-43 yeast inh: rescues yeast growth from TDP-43 toxicity; TDP-43 expressing yeast growth rescue, BacTiter-Glo, 24 h; hit rate 1.8% among 410,000; Potency, µM (highest dose often 46.1 µM), for inactives: at the highest dose growth rescue (activation), most hits filed as activators; also: potency is read from the fitted curve at half-maximal effect; % of control where 0% means no effect; nearly all actives have a fitted effect of over 50% in size
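Cell-based yeast growth screen: TDP-43 expression induced in galactose, inoculum OD600=0.02 after raffinose pregrowth to mid-log. Read-out BacTiter-Glo luminescence at 24 hr, 30 deg C; inhibition of toxicity seen as signal increase.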
Abeta yeast res: compounds reversing amyloid beta toxicity in yeast. yeast expressing A-beta42, growth rescue, OD600, 48 h; response scale: 0% DMSO, 100% iron-clioquinol control. hit rate 0.063% among 410,000. Potency, µM (doses to about 46.1 µM), inactives show top-dose growth rescue, actives largely listed as activators; also: potency is read from the fitted curve at half-maximal effect; nearly all actives have a fitted effect of over 55% in size
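Yeast growth medium received pinned compounds, then yeast cells expressing toxic A-beta were added; plates incubated at 30 C for 48 hr. Growth read as absorbance at 600 nm, normalized to DMSO and equimolar FeCl3 plus clioquinol controls.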
Akt phos inh: inhibitors of Akt phosphorylation. activity change, % for hits at 50 µM. hit rate 0.32% among 360,000. Neuro2A IGF-stimulated pAkt S473 HTRF, 20 min; stronger effect = lower value. AID 651550; in the data active = activity change below about -80%; inconclusive = mostly about -51% to -80%; also: % is scaled to controls: 0 for no effect and ±100 for the full control effect
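Neuro2A cells (4,500/well, DMEM with 0.5% FBS) were treated with compound at a single 50 µM final concentration, stimulated with 6 nM IGF for 20 min at 37 °C, and lysed. Phospho-Akt Ser473 was read by HTRF as 665/615 ratio ×10^4.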
GLP-1R inv ag: GLP-1 receptor (human) inverse agonism. AID 624417. HEK293 GLP-1R CRE-luciferase, luminescence, 24 h; GLP-1R form is constitutively active. hit rate 1.6% among 410,000. Potency, µM (series often up to 38.3 µM), without a hit: top-dose activity change, negative = inhibition, most hits filed as inhibitors; also: potency is read from the fitted curve at half-maximal effect; % is scaled to controls: 0 for no effect and ±100 for the full control effect; nearly all actives have a fitted effect of over 55% in size
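HEK293 cells stably co-expressing constitutively active GLP-1R and a cAMP-responsive luciferase reporter were seeded in DMEM with 10% Nu serum, given compounds after 12 h, and incubated 24 h at 37 deg C. Luminescence was then read.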
D3 antag: D3 dopamine receptor (human) antagonism; max response, negative = inhibition, %; P35462; D3R cells, DiscoveRx beta-arrestin luminescence, antagonist mode; stronger effect = lower value; hit rate 2.5% among 360,000; in the data active = max response below about -50%; inconclusive = no clear call, values can overlap the other calls; also: % is scaled to controls: 0 for no effect and ±100 for the full control effect; mostly tested at two doses, the higher about 12 µM
Target sequence (P35462 whole entry, looked up): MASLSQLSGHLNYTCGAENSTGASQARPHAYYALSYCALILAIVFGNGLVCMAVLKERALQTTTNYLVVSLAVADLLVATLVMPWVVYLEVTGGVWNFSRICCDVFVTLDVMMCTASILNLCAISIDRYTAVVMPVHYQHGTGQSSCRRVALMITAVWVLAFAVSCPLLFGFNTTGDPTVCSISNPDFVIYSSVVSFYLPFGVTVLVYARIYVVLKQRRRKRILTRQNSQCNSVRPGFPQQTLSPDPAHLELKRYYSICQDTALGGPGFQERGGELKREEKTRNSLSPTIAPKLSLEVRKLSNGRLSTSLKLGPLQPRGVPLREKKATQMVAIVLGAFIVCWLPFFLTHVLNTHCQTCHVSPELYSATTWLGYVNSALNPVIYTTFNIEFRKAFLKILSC
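Cells expressing the human receptor were seeded at 1500 cells/well, incubated overnight at 37 degrees C in 5% CO2, then exposed to library compounds with dopamine controls for 90 minutes at 37 degrees C before luminescent detection.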
FUS suppressor: rescues growth of FUS-expressing yeast; hit rate 0.24% among 390,000; Potency, µM (series often up to 76.6 µM), for the others: top-dose growth rescue (activation), hits mostly activators; S. cerevisiae FUS-expressing, growth rescue, OD600, 24 h;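 also: potency is read from the fitted curve at half-maximal effect; plate controls were DMSO vehicle for no effect and reference control for full effect; nearly all actives have a fitted effect of over 55% in size; some results filed as inactive show a strong effect at the top dose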
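Quantitative HTS measuring growth restoration of FUS-toxic yeast. Galactose-induced cells (OD 0.005) were exposed 24hr at 30C to compounds at several concentrations, then absorbance at 600 nm was recorded.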
PTHR1 ag: activates the human parathyroid hormone receptor PTHR1. Q03431. HEK293 GP2 PTHR1 cells, GloSensor cAMP luminescence, 1 h. Potency, µM (highest dose often 115 µM), without a hit: at the highest dose activation, hits mostly activators. hit rate 0.075% among 410,000. AID 743266; also: potency is read from the fitted curve at half-maximal effect; nearly all actives have a fitted effect of over 55% in size; some results filed as inactive show a strong effect at the top dose; inactives centre near -15; many of its hits are not listed in these tables
Target sequence (Q03431 whole entry, looked up): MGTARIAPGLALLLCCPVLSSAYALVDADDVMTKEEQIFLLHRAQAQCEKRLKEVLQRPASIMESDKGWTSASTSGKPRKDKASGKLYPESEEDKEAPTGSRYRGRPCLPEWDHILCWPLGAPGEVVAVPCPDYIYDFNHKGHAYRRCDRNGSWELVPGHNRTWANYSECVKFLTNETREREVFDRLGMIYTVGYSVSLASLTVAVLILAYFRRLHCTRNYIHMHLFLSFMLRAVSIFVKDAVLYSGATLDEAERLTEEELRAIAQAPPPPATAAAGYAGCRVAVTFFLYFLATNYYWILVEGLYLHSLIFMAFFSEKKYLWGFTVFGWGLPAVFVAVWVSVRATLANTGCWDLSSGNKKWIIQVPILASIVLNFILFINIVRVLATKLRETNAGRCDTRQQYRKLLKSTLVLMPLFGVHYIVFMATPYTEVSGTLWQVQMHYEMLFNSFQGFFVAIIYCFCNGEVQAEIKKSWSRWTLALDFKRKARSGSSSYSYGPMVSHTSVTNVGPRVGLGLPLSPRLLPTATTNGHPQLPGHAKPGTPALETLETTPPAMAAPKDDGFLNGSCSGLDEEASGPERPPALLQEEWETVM
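HEK-293-derived GP2 cells expressing PTHR1 and a GloSensor cAMP reporter, 3,000/well, plated overnight, given luciferin plus IBMX (each 0.5 mM as added) for 1 h at 37 °C, then compound for 1 h at 37 °C. Luminescence was read after 15 min at room temperature.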
An asterisk follows results filed as active; i = inactive; ? = inconclusive; . = not tested or not shown; & = joins results of further samples; [ ] = another dose, or the depositor's remark. Unless noted, calls follow the shape of the dose curve; as a rule, active = well fitted curve in the direction sought with a large enough effect; inconclusive = small, poorly fitted or top-dose-only effect, or another doubt; inactive = no such curve, though single readings can be large; an effect the other way counts as inactive or inconclusive. Only part of the results is shown (hit frequency here may not be typical).

SMILES	aSyn rescue	GLP1R ag	TDP-43 yeast inh	Abeta yeast res	Akt phos inh	GLP-1R inv ag	D3 antag	FUS suppressor	PTHR1 ag
Cc1nnc(SCCn2c(N3CCCC(C)C3)nc3c2c(=O)[nH]c(=O)n3C)s1 (configuration not stated)	-3%	-11%	0%	-11%	i	16%	-21	23%	i
CCn1c(=O)n(CCOC)c(=O)c2c3c(sc21)CCCC3	3%	24%	15%	3%	i	74%[activator]	0	-8%	-7%
CCOc1ncccc1C(=O)Nc1ccc(-c2ccc3nnc(C)n3n2)cc1	-8%	0%	2%	-3%	i	6%	-10	-3%	?
Cn1c(=O)c2cc(C(=O)NC3CCCCCC3)sc2c2ccccc21	.	.	1%	-16%	.	4%	.	-3%	i
CN(Cc1cccnc1)C(=O)CNC(=O)c1ccc(Cl)cc1Cl	-3%	9%	19%	-8%	i	-1%	-1	-2%	i
N#Cc1cccc(NC(=O)CSc2nnc(C3CC3)n2C2CC2)c1	8%	4%	17%	-11%	i	5%	14	-14%	-1%
O=C(O)CN1CCN(c2ncc(C(F)(F)F)cc2Cl)CC1	-6%	-2%	-33%[inhibitor]	-11%	i	2%	5	5%	-2%
CCN(Cc1ccccc1)C(=O)C1CCN(S(=O)(=O)c2ccc3c(c2)CCCN3C(C)=O)CC1	.	.	16%	-11%	.	2%	.	?	-14%
CCc1ccccc1NC(=O)Nc1cc(C(=O)NCc2cccc(F)c2)ccc1N1CCCC1	.	.	1%	-11%	.	20%	.	6%	i
O=C(NNC(=O)C1CCCO1)c1ccc([N+](=O)[O-])cc1 (configuration not stated)	1%	5%	6%	-9%	i	1%	-1	-8%	i
CCOC(=O)c1cnc(-n2cc(C)cn2)nc1Nc1ccccc1OCC	-15%	1%	20µM*	2%	i	0%	-28	5%	-3%[57.5 µM]
Cc1ccccc1CN1CCN(S(=O)(=O)c2cccc3nsnc23)CC1	10%	-2%	16%	10%	i	-29%	-16	0%	-19%
COc1cc(CN2CCC(C(=O)N3CCCC(C)C3)CC2)cc(OC)c1O (configuration not stated)	-11%	0%	-19%	-3%	i	0%	?	-14%	i
O=C(COC(=O)/C=C/c1ccco1)Nc1cc(S(=O)(=O)N2CCOCC2)ccc1Cl	0%	-8%	6%	-5%	i	11%	12	-10%	17%
Cc1cc(C)nc(SCNC(=O)c2ccc(F)cc2)n1	-3%	0%	0%	3%	i	?	11	-16%	i
CCc1ccc(OCC(=O)O/N=C(\N)c2ccncc2)cc1	2%	6%	14%	3%	i	?	14	-6%	-37%[inhibitor]
O=C(Nc1ccc(Cl)cc1)c1cccc(NC2=NC3CS(=O)(=O)CC3S2)c1 (configuration not stated)	1%	-6%	-1%	-13%	i	-4%	-5	7%	-15%
CCN(Cc1ccccc1)S(=O)(=O)c1ccc(C(=O)N2CCN(c3nc4ccccc4s3)CC2)cc1	1%	-12%	18%	25%	i	8%	3	3%	-42%
Cc1csc2nc(COC(=O)CNC(=O)c3ccc(F)cc3)cc(=O)n12	.	.	24%	-5%	.	37%[activator]	.	-11%	-96%[inhibitor]
COc1ccc(C)cc1NS(=O)(=O)c1ccc(-c2cnc(C3CC3)o2)cc1	-10%	11%	-3%&21%	0%&-6%	i	-48%&-70%	-24	-5%&10%	-26%
Cc1ccc(Cl)cc1N1CCN(C(=S)NCCc2ccccc2)CC1	0%	10%	-16%[9.22 µM]	?	i	?	-23	16%	-39%[inhibitor]
NS(=O)(=O)c1cccc(NC(=O)CN2CCC(Cc3ccccc3)CC2)c1	-1%	9%	6%	3%	i	?	-8	4%	i
O=C(c1ccc2c(c1)OCO2)N1CCC2(CC1)Oc1ccc(Cl)cc1C(=O)C21CC(c2ccccc2)=NO1 (configuration not stated)	19%	1%	-10%	2%	i	-12%	-7	45%	-21%
CC(=O)c1cc2c(cc1NC(=O)CN1CCCCCC1)OCO2	-3%	8%	-15%	-4%	i	-21%	-65*	-6%	i
CCNc1ccc(C(=O)OCC(=O)Nc2cc(C)on2)cc1[N+](=O)[O-]	-1%	21%	16%	3%	i	0%	5	5%	i
CCc1ccc(NC(=O)c2cnn(-c3c(C)cccc3C)c2C2CCNCC2)cc1	0%	-4%	-2%	3%	.	?	.	-5%	-4%
O=C(O)C1CCCCC1C(=O)Nc1ccccc1Cl (configuration not stated)	6%	-7%	-5%	22%	i	?	24	-2%	i
OCCCC1CCCCN1Cc1nc(Cc2ccccc2Cl)no1 (configuration not stated)	0%	2%	-7%	2%	i	?	17	12%	-1%
CCC(C)NC(=O)C(=O)NCc1ccncc1 (configuration not stated)	-19%	-3%	-18%	-1%	i	6%	-22	-3%	9%[57.5 µM]
c1n[nH]c(NC2=NCCC2)n1	-2%	12%	-12%	6%	i	-2%	-15	18%	i
COCCNC(=O)COC(=O)c1ccc(OCC(=O)Nc2ccccc2OC)c(OC)c1	-13%	9%	0%	-5%	i	13%	-6	-3%	-9%
Cc1cc(C)cc(C(=O)Nc2ccc(N3CCCC3)cc2)c1	-8%	9%	21%	-2%	i	?	4	10%	i
OCCC1CN(Cc2nc3c(s2)CCCC3)CCN1Cc1ccccc1 (configuration not stated)	1%	2%	5%	10%	i	-30%	-3	-23%	-7%
COCC(C)NC(=O)C1CC(c2cccc(Br)c2)=NO1 (configuration not stated)	-1%	0%	-10%	6%	-111%*	-2%	12	?	?
O=S(=O)(Nc1ccccc1)N1CCCCC1	18%	7%	-9%	5%	i	-14%	2	-8%	i
COC(=O)CC1Oc2ccccc2-n2cc(-c3ccc(Cl)cc3)nc21 (configuration not stated)	.	2%	3%	-12%	.	0%	.	13%	i
O=C(CNS(=O)(=O)c1ccccc1)N/N=C/c1ccccc1[N+](=O)[O-]	-4%	9%	-17%	8%	i	-4%	-13	?	i
CCOc1ccc(CNC(=O)C2CCCCN2S(=O)(=O)c2ccc(F)cc2)cc1OC (configuration not stated)	.	.	19%	-5%	.	-21%	.	23%	i
COc1cccc(CN2CCc3nc(Nc4ccc5c(c4)OCCO5)ncc3C2)c1	.	.	2%	-11%	.	?	.	-16%	-88%[inhibitor]
CCn1c(=O)c(C)nn2c3ccccc3nc12	-1%	-7%	16%	-2%	i	36%[activator]	-3	-29%	i

Looked up above.
Abeta yeast res, `OCCC1CN(Cc2nc3c(s2)CCCC3)CCN1Cc1ccccc1` (configuration not stated) : 10%
D3 antag, `CCNc1ccc(C(=O)OCC(=O)Nc2cc(C)on2)cc1[N+](=O)[O-]` : 5
FUS suppressor, `c1n[nH]c(NC2=NCCC2)n1` : 18%

(further entries)
SMILES	aSyn rescue	GLP1R ag	TDP-43 yeast inh	Abeta yeast res	Akt phos inh	GLP-1R inv ag	D3 antag	FUS suppressor	PTHR1 ag
COc1cc2ccccc2cc1C(=O)NCC(c1cccs1)N(C)C (configuration not stated)	2%	13%	14%[9.22 µM]	4%	i	?	-10	1%	-36%[inhibitor]
O=c1[nH]cc(S(=O)(=O)N2CCCc3ccccc32)c(=O)[nH]1	-7%	-8%	7%	6%	i	23%	-5	3%	0%
COc1ccc(/C(N)=N/OC(=O)Cc2ccccc2[N+](=O)[O-])cc1	-3%	1%	?	-9%	i	11%	-19	.	i
CC1=NN(c2ccccc2)C(=O)/C1=C\c1cn(CCC#N)nc1-c1ccc(Cl)cc1	-1%	3%	1%	-3%	i	-28%	8	20%	-23%
O=C1/C(=C\Nc2ccccc2)CCN1c1ncccn1	1%	-9%	9%	-5%	i	0%	?	.	i
OC[C@@H]1CN(Cc2ccccc2)C[C@H](n2cnc3c(NC4CC4)ncnc32)O1	-2%	-1%	4%	-2%	i	4%	14	2%	-41%[inhibitor]
CCOc1ccc(NC(=O)c2ccccn2)cc1	-24%	-28%	-49%[inhibitor]	-6%	i	2µM*	-14	.	-92%[inhibitor]
COc1cccc(/C=N/n2c(-c3n[nH]c4c3CCC4)n[nH]c2=S)c1OC	2%	5%	?	4%	i	10%	-22	10%	i
COc1ccccc1NS(=O)(=O)c1cc(N/C(=N\S(=O)(=O)c2ccccc2)c2ccc(F)cc2)ccc1Cl	0%	-5%	18%	13%	i	?	?	31%	i
CC(=O)Nc1ccc(S(=O)(=O)N2CCN(C(=O)c3ccco3)CC2)cc1	-3%	-4%	7%	0%	i	4%	20	-23%	-4%
O=S(=O)(c1ccc(F)cc1)N1CCN(CC2CC3C=CC2C3)CC1 (configuration not stated)	3%	0%	1%	5%	i	?	-16	5%	-37%[inhibitor]
O=c1c2ccccc2nc(SCc2ccc(F)cc2Cl)n1CCCN1CCOCC1	1%	11%	15%	2%	i	?	4	-3%	i
Nc1cc(=O)nc(SCC(=O)Nc2cccc(Cl)c2)n1CCc1ccccc1	0%	-1%	-1%	-10%	.	18%	.	1%	0%
CC1CCC2(CC1)NC(=O)N(Cc1cccc(C(F)(F)F)c1)C2=O (configuration not stated)	0%	7%	-4%	8%	i	2.2µM*	?	18%	-23%
COc1cc(NC(=O)c2cc3nc(-c4ccccc4)cc(-c4ccccc4)n3n2)c(OC)cc1Cl	.	.	-1%	2%	.	9%	.	-10%	-18%
CCc1ccc(NS(=O)(=O)c2cc3[nH]c(=O)c(=O)[nH]c3cc2C)cc1	3%	8%	8%	1%	i	12%	-10	-4%	i
COc1ccc(C(=O)C2CCCN(S(=O)(=O)c3ccccc3F)C2)c(C)c1 (configuration not stated)	2%	5%	-1%	-4%	i	?	46	12%	-21%
